TDP1 inh: inhibitors of human tyrosyl-DNA phosphodiesterase TDP1. hit rate 0.28% among 350,000. recombinant TDP1, AlphaScreen DNA substrate cleavage. Potency, µM (titrated, usually from 130 µM), inactives show at the highest dose activity change, negative = inhibition, hits mostly inhibitors; note: nearly all actives have a fitted effect of over 40% in size
Target sequence (Q9NUW8 whole entry, looked up): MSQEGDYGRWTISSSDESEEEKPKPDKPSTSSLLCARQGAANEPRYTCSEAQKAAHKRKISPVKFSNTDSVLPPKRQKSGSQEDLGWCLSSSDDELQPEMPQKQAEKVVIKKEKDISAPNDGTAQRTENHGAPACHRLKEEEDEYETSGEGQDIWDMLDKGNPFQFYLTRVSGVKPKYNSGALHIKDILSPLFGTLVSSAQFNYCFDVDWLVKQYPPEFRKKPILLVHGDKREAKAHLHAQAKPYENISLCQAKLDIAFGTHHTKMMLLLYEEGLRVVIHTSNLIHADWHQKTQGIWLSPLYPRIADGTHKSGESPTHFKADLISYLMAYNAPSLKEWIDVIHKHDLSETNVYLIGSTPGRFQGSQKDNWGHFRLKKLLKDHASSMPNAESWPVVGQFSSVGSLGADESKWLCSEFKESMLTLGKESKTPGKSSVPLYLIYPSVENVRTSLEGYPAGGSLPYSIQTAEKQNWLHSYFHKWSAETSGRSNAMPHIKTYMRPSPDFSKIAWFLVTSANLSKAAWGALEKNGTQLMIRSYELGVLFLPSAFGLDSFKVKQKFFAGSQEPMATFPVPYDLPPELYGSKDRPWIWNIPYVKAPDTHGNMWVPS
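Recombinant human Tdp1 (E. coli-expressed, 1 nM final) preincubated with compounds 15 min at room temperature, then 5'-biotin/3'-phosphotyrosine-FITC DNA substrate (15 nM final) added for 5 min. AlphaScreen beads (10 ug/ml final) added 10 min; cleavage lowers signal.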
N370S GC mod: inhibits or activates N370S mutant glucocerebrosidase; AID 2101; N370S GC spleen homogenate, 4MU-glucoside fluorescence; Potency, µM (top dose mostly 59.4 µM), inactives show at the top dose activity change, negative = inhibition, most hits filed as inhibitors; hit rate 0.092% among 330,000; P04062;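 note: 0% = full enzyme activity and -100% = no enzyme basal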
FEN1 inh: inhibitors of human flap endonuclease 1. Recombinant FEN1 flap cleavage, fluorescence, 15 min. Potency, µM (doses to about 114 µM), for the others: at the top dose activity change, negative = inhibition, most hits filed as inhibitors. hit rate 0.35% among 390,000. AID 588795; note: nearly all actives have a fitted effect of over 65% in size
Target sequence (P39748 whole entry, looked up): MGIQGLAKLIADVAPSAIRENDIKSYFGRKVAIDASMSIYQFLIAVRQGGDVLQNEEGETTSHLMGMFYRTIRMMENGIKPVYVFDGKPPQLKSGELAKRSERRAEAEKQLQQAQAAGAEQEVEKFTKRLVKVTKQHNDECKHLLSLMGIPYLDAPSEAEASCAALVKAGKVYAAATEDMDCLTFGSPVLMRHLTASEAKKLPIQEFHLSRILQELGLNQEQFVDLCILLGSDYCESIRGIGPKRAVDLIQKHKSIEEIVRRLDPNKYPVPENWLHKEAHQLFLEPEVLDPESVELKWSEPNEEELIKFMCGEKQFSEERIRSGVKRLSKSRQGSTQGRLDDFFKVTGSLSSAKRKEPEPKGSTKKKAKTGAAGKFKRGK
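Compounds are tested as a concentration series against 10 nM FEN1; after a 15 min room-temperature preincubation, 50 nM substrate starts cleavage, with plate reads at 0 and 15 min. Normalized responses are fitted by a Hill equation.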
* = called active by the depositor; ? = inconclusive; · = no result given; & = joins results of further samples; [ ] = another dose, or the depositor's remark. Calls come from the whole dose curve; as a rule, active = well fitted curve in the direction sought with a large enough effect; inconclusive = small, poorly fitted or top-dose-only effect, or another doubt; inactive = no such curve, though single readings can be large; an effect the other way counts as inactive or inconclusive. Unless noted, % is set by controls: 0 for no effect and ±100 for the full control effect; potency is the fitted concentration of half-maximal effect.

SMILES	TDP1 inh	N370S GC mod	FEN1 inh
Cc1nn(S(=O)(=O)c2ccc(Br)cc2)c(C)c1S(=O)(=O)N1CCCCCC1	-2%	·	17%
CCOc1ccc(NC(=O)CN2C(=O)CSC(C)C2=O)cc1 (stereo not drawn)	-2%	3%	-1%
COC(=O)c1c(NC(=O)CN2C(=O)NC3(CCC(C)CC3)C2=O)sc2c1CCC2 (stereo not drawn)	-7%	·	3%
COc1ccc(-n2nnnc2SCC(=O)NCc2cccs2)cc1	2%	-4%	7%
CC(=O)c1oc2ccccc2c1NC(=O)CN1CCCCC1	2%	-1%	-8%
CC(=C1C(=O)c2ccccc2C1=O)N1CCN(Cc2ccccc2)CC1	2%	2%	-6%
CN(C(=O)COC(=O)CSc1ccc(C(N)=O)cc1[N+](=O)[O-])C1CCCCC1	-1%	-18%	-7%
O=S(=O)(Cc1ccccc1)Nc1cccc(Br)c1	·	-12%	15%
CC(C)Cc1cc(C(=O)Nc2ccccc2)c2ccccc2n1	·	0%	9%
Cn1sc(=O)n(Cc2ccccc2)c1=O	12%	-3%	·
CC(OC(=O)c1ccccc1)C(=O)NCc1ccco1 (stereo not drawn)	-14%	·	-7%
CSCCC(NC(=O)c1cccc([N+](=O)[O-])c1)c1nc2ccccc2[nH]1 (stereo not drawn)	8%	14%	-7%
CCCCN(CC)CCCNC(=O)c1cn(C)c2ccc(S(=O)(=O)N(C)C3CCCCC3)cc2c1=O	3%&-5%	?	-4%&-12%
O=C(CCNS(=O)(=O)c1ccccc1)N1CCC(Cc2ccccc2)CC1	2%	-6%	11%
CN(Cc1ccccc1)C(=O)c1[nH]cnc1C(=O)Nc1ccc(Cl)cc1	-1%	·	-22%
CCNC(=O)c1ccccc1SCC(=O)Nc1ccc(F)cc1	9%	-6%	-3%
N#CCCN(Cc1ccccc1)C(=O)c1nccnc1C(=O)O	·	0%	-15%
CN(C)c1ccc(/C=N/NC(=O)CNC(=O)/C=C/c2ccccc2)cc1	1%	-2%	-3%
CN1CCN(C(=O)CCN2C(=O)c3ccccc3S2(=O)=O)CC1	·	-10%	0%
O=C(Cn1c(=O)cnc2ccccc21)N1CCN(S(=O)(=O)c2ccccc2Br)CC1	·	-1%	11%
COc1ccc(NC(=S)NNC(=O)CCn2cc([N+](=O)[O-])cn2)cc1	3%	-3%	8%
CN(c1ccccc1C(=O)O)S(C)(=O)=O	5%	12%	4%
COc1ccc(-c2nc3c(c(=O)[nH]c(=O)n3Cc3ccccc3)n2C)cc1	6%	-12%	-4%
O=C(Cn1c(C(F)(F)F)nc2ccccc21)c1ccccc1	5%	6%	12%
Cc1cc(NN)nc(Cc2ccccc2)n1	·	-3%	-3%
Cc1ccc(C2CC(C(F)(F)F)n3nc(C(=O)Nc4c(C)n(C)n(-c5ccccc5)c4=O)cc3N2)cc1 (stereo not drawn)	-1%	-16%	5%
CC1CCCN(C2=NC(=O)/C(=C/c3cn(-c4ccccc4)nc3-c3cccc(S(=O)(=O)N(C)C)c3)S2)C1 (stereo not drawn)	5%	-2%	-13%
O=C(Cc1ccsc1-c1ccccc1)NO	1%	-1%	-3%
CCOc1ccc(N(CC(=O)NCc2cccnc2)S(=O)(=O)c2ccc(F)cc2)cc1	4%	-1%	0%
COc1ccc(NC(=O)CSc2nc3ccc(Nc4nc(N5CCOCC5)nc(N5CCOCC5)n4)cc3s2)cc1	1%	5%	16%
O=C(O)CC1(Cc2nc(-c3cccs3)no2)CCCC1	0%	-1%	-1%
CCn1c(CCNC(=O)c2ccc(OC)cc2)nnc1SCC(=O)Nc1ccccc1F	8%	14%	0%
CNC(=O)c1ccc2c(c1)nnn2C	5%	-3%	-2%
Cc1cccc(N/N=C/c2ccncc2)c1	·	-20%	-5%
CCOC(=O)C1(Cc2ccccc2C(F)(F)F)CCN(CC2CC2)CC1	4%	?	3%
C/C=C/OC(=O)NC(c1ccccc1)[C@]1(C(C)=O)CCOC1=O (stereo partly drawn)	-5%[21 µM]	13%[12.8 µM]	·
Cc1ccc(CN2CC(C(=O)N(C)CC(=O)Nc3cccc(F)c3)CC2=O)cc1 (stereo not drawn)	3%	-11%	-5%
CCCS(=O)(=O)C(=C1Nc2ccccc2N1)S(=O)(=O)CCC	5%	4%	4%
Cc1ccc(C)c(S(=O)(=O)c2nnn3c2nc(N2CCOCC2)c2sccc23)c1	5%	·	0%
CCOc1ccccc1NC(=S)NC(=O)c1ccco1	3%	-4%	-16%
Cc1cc(C)c2c(c1)C1C=CCC1C(c1ccc(S(=O)(=O)N3CCOCC3)cc1)N2 (stereo not drawn)	10%	-2%	14%
O=C(Cn1ncc2c([nH]c3ccccc32)c1=O)Nc1ccc(F)cc1F	-3%	0%	24%
CCc1noc(C)c1C(=O)NNC(=O)c1cc(OC)cc(OC)c1	0%[56.1 µM]	·	-3%
CCCC(CCC)C(=O)Oc1cc(C)[nH]c(=O)c1[N+](=O)[O-]	3%	-6%	-12%
C/C(CC1(O)C(=O)N(Cc2ccccc2)c2ccccc21)=N\O (stereo not drawn)	-6%	5%	-6%
CN1CCN(C2=C(Cl)C(=O)N(C3CCCCC3)C2=O)CC1	0%	-30%	-3%
O=C(C(=O)N1CCN(c2ccc(F)cc2)CC1)N1CCCCC1	-6%	12%	7%
C=CCn1c(O)c(N=O)c2cc(C)ccc21	7%	6%	-1%
Cc1ccc(N(Cc2cc3ccccc3[nH]c2=O)S(=O)(=O)c2ccccc2)cc1	3%	?	1%
Cn1c(=O)n(C)c2cc(NS(=O)(=O)c3ccc(F)cc3)ccc21	5%&0%	4%	0%&13%
O=[N+]([O-])c1ccc(Oc2ccc(S(=O)(=O)Nc3ccccc3)cc2)cc1	0%	-21%	0%
O=C(CCl)Nc1ccc(Sc2ccc(NC(=O)CCl)cc2)cc1	3%	-12%	-3%
COc1ccc(C2C(C(=O)Nc3cccnc3)=C(C)Nc3nc(-c4cccs4)nn32)cc1OC (stereo not drawn)	10%	-10%	-5%
Cc1ccc(NS(=O)(=O)c2c(C)[nH]c(C)c2C(=O)N2CCCCC2)c(Br)c1	4%	-5%	-18%
CC(=O)N1CCCc2cc(S(=O)(=O)N3CCN(c4ccccc4F)CC3)ccc21	4%	·	-19%
CCOc1cc(/C=C\c2nc(O)c([N+](=O)[O-])c(=O)[nH]2)ccc1OC(C)CC (stereo not drawn)	·	0%	-4%
NC(=O)c1ccc(NC(=O)CSc2nnc(-c3ccncc3)n2Cc2ccco2)cc1	1%	4%	0%
Cc1cc(C)c(S(=O)(=O)N2CCC(N3CCN(Cc4ccc(F)cc4)C(=O)C3=O)CC2)c(C)c1	6%	·	1%
O=S(=O)(NCCCN1CCN(c2ccccc2F)CC1)c1cccc2cccnc12	4%	-1%	-17%
COC(=O)c1c(NC(=O)c2ccc([N+](=O)[O-])o2)sc2c1CCN(C(C)C)C2	4%	-4%	?

Some of these compounds in order of the TDP1 inh value, largest number first:
| canonical_smiles | TDP1 inh | N370S GC mod |
| --- | --- | --- |
| CC(=O)N1CCCc2cc(S(=O)(=O)N3CCN(c4ccccc4F)CC3)ccc21 | 4% | · |
| Cc1ccc(N(Cc2cc3ccccc3[nH]c2=O)S(=O)(=O)c2ccccc2)cc1 | 3% | ? |
| CN1CCN(C2=C(Cl)C(=O)N(C3CCCCC3)C2=O)CC1 | 0% | -30% |

Later entries.
SMILES	TDP1 inh	N370S GC mod	FEN1 inh
COc1ccc(C(=O)N2CCN(S(=O)(=O)c3ccc4c(c3)OCCO4)CC2)cc1OC	0%	·	6%
COc1ccc(-c2cc(C(F)(F)F)n3nc(C(=O)NCCCn4ccnc4)cc3n2)cc1	0%	5%	-13%
COc1ccc(F)cc1S(=O)(=O)Nc1cccc(-c2ccc(N3CCC(C)CC3)nn2)c1	2%	·	-2%
CCOC(=O)NCCc1ccc(OC)cc1	1%	2%	-11%
O=C(NCCc1ccccc1)c1ccc(Cn2c(SCc3ccc(F)cc3)nc3cccnc32)cc1	4%	·	-3%
CCN1CCN(C(=O)c2ccccc2N(Cc2ccccc2)S(=O)(=O)c2ccc(C)cc2)CC1	8%	?	-13%
O=C(CN1C(=O)COc2ccc(S(=O)(=O)NC3CCCC3)cc21)Nc1ccc(Cl)cc1F	2%	·	-20%
CC1=C(C(=O)Nc2ccccc2)C(c2ccccn2)n2ncnc2N1 (stereo not drawn)	-4%	-9%	0%
CN(C)c1cccc(C(=O)OCC(=O)Nc2ccccc2Cl)c1	8%	?	0%
CCOC(=O)C(C)Sc1nc(-c2cccs2)ccc1C#N (stereo not drawn)	·	15%	-20%
Cc1cc(C)c2sc(NC(=O)c3ccc([N+](=O)[O-])o3)nc2c1	·	-4%	-6%
Cc1ccc(O)c(NC(=S)NC(=O)/C=C/c2ccccc2)c1	·	2%	20%
CCOC(=O)C1CCCN(C(=O)CN2C(=O)NC(C)(c3ccc4ccccc4c3)C2=O)C1 (stereo not drawn)	-8%[0.505 µM]	-2%	9%
O=C(CN1N=C(c2ccccc2)CCC1=O)NCCN1CCc2ccccc2C1	4%	-16%	-1%
Cc1cc(C)c2nc(NC3=NCN(CCN4CCOCC4)CN3)nc(C)c2c1	2%	5%	·

Exported with each value named: part of the list above
CC1=C(C(=O)Nc2ccccc2)C(c2ccccn2)n2ncnc2N1 (stereo not drawn)
  TDP1 inh: -4%
  N370S GC mod: -9%
  FEN1 inh: 0%
CN(C)c1cccc(C(=O)OCC(=O)Nc2ccccc2Cl)c1
  TDP1 inh: 8%
  N370S GC mod: ?
  FEN1 inh: 0%
CCOC(=O)C(C)Sc1nc(-c2cccs2)ccc1C#N (stereo not drawn)
  TDP1 inh: ·
  N370S GC mod: 15%
  FEN1 inh: -20%

Copied from the list:
Value for `CCOC(=O)C1CCCN(C(=O)CN2C(=O)NC(C)(c3ccc4ccccc4c3)C2=O)C1` (stereo not drawn) in FEN1 inh: 9%
Value for `O=C(CN1N=C(c2ccccc2)CCC1=O)NCCN1CCc2ccccc2C1` in N370S GC mod: -16%
Value for `Cc1ccc(O)c(NC(=S)NC(=O)/C=C/c2ccccc2)c1` in N370S GC mod: 2%
Value for `CC1=C(C(=O)Nc2ccccc2)C(c2ccccn2)n2ncnc2N1` (stereo not drawn) in FEN1 inh: 0%
Value for `O=C(NCCc1ccccc1)c1ccc(Cn2c(SCc3ccc(F)cc3)nc3cccnc32)cc1` in TDP1 inh: 4%
Value for `CCN1CCN(C(=O)c2ccccc2N(Cc2ccccc2)S(=O)(=O)c2ccc(C)cc2)CC1` in FEN1 inh: -13%
Value for `CCOC(=O)C(C)Sc1nc(-c2cccs2)ccc1C#N` (stereo not drawn) in FEN1 inh: -20%

New compounds follow:
SMILES	TDP1 inh	N370S GC mod	FEN1 inh
C/C(CC(=O)Nc1ccc(C)c(Cl)c1)=N\NC(=O)C1CCCCC1	·	-1%	-5%
O=C(COc1ccccc1C(=O)Nc1ccccc1)c1ccc(F)cc1	0%	3%	-3%
COC(=O)c1cc(OC)c(OC)cc1NC(=O)CSc1nnc(-c2cccnc2)n1C	3%	-1%	5%
COc1ccc(/C=N/NC(=O)CCc2ccccc2)cc1O	4%	2%	-3%
CS(=O)(=O)N1CCc2cc(C(=O)NCc3ccccc3)ccc21	5%	·	-2%
Cc1ccc(C)c(N2N=C(C(=O)Nc3ccc(S(=O)(=O)N4CCCC4)cc3)CCC2=O)c1	5%	6%	-13%
Cc1cc(-c2csc3ncnc(N4CCN(C)CC4)c23)cc(C)c1C	10%	-15%	-10%
COc1ccc(OC)c(N(C)S(=O)(=O)c2ccc3c(c2)N(C(C)=O)CCO3)c1	3%	-7%	1%
Cc1cccc(NC(=S)N/N=C/C(C)c2ccccc2)c1C (stereo not drawn)	0%	2%	-4%
CCCCn1c(N)c(N(C(=O)CSc2nnnn2-c2ccccc2)C2CCCC2)c(=O)[nH]c1=O	0%	·	-5%
CCOc1ccc(CCNC(=O)c2nn(C)c3c2CSc2ccccc2-3)cc1	9%	·	-6%
NS(=O)(=O)c1ccc(CCNC(=O)c2ccc3nccnc3c2)cc1	7.9µM*	·	?
O=C(COC(=O)c1ccc(F)c(S(=O)(=O)N2CCOCC2)c1)NCCc1ccc(F)cc1	2%	·	-14%
O=C(O)CSc1nnc(C2CC2)n1-c1ccccc1	4%	6%	4%
CC(C)(C)OC(=O)N1CCC(c2c(C(=O)Nc3ccc4c(c3)OCCO4)cnn2-c2ccc(F)cc2)CC1	1%	·	0%

Profiles, looked up by structure. Order of values: TDP1 inh	N370S GC mod	FEN1 inh
O=C(O)CSc1nnc(C2CC2)n1-c1ccccc1 is listed with 4%	6%	4%
CCOc1ccc(CCNC(=O)c2nn(C)c3c2CSc2ccccc2-3)cc1 is listed with 9%	·	-6%
CCCCn1c(N)c(N(C(=O)CSc2nnnn2-c2ccccc2)C2CCCC2)c(=O)[nH]c1=O is listed with 0%	·	-5%

New compounds follow:
SMILES	TDP1 inh	N370S GC mod	FEN1 inh
CCCCCCSc1ccc([C@@H]2[C@@H]3C(=O)N(CC)C(=O)[C@@H]3[C@]3(C(=O)OC)CCCCN23)cc1OC	0%	6%	-6%
COc1ccccc1OCCn1c(SCC(=O)O)nc2ccccc21	·	-1%	-1%
COc1ccc(OC)c(C(C)NC(=O)c2ccc(Br)cc2)c1 (stereo not drawn)	1%	4%	-6%
O=c1c2ccccc2[nH]c2ccccc12	0%	?	2%
